Screening results as filed in PubChem.
PMI inhibition: human PMI inhibitors, high substrate, primary screen, biochemical, fluorescence intensity, high mannose 6-phosphate (AID 1220) | recombinant PMI enzyme, coupled fluorescence intensity; higher % means a stronger effect | inhibition, % at 20 µM, or IC50 in µM where a hit was titrated | 190,000 compounds, 0.66% hits
Myeloid diff MLP: promotes myeloid progenitor differentiation; ER-HoxA9 myeloid progenitors, lysozyme-GFP differentiation, flow cytometry; calls only at 10 µM; 360,000 compounds, 1% hits;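 active = normalized GFP-positive differentiation at or above the plate's own cutoff, the solvent-only control mean plus 3 SD; inconclusive = no clear call, values can overlap the other calls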;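 also: cells exposed to compound for four days before flow analysis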
TNAP activators: stimulation of alkaline phosphatase TNAP activity – biochemical, luminescent, no phosphate acceptor, uHTS, primary screen (AID 1001) | one-dose activation fold at 20 µM; EC50 in µM for titrated hits | purified TNAP, luminescent activation assay, no phosphate acceptor; higher activation fold means a stronger effect | 200,000 compounds, 0.03% hits; in the data active = activation fold from about 3, or a potency from the dose series; inactive = the rest, 99 in 100 with activation fold below about 1.6; also: many of its hits are not listed in these tables
WT yeast gro inh: growth inhibition of WT yeast, mitochondrial fusion screen | mitochondrial fusion phenotypic screen, WT strain | inhibition, % at 10 µM | 190,000 compounds, 2.1% hits | AID 1362; in the data active = inhibition above about 58%; tested in S. cerevisiae
PMI inhibitors: MPI enzyme activity inhibition – biochemical, fluorescence intensity, coupled assay, primary screen (AID 1209); purified PMI enzyme, coupled fluorescence intensity; higher % means a stronger effect; inhibition, % at 20 µM, or IC50 in µM where a hit was titrated; 190,000 compounds, 0.42% hits;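 also: plate controls were DMSO vehicle for no effect and wells lacking substrate for full effect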
Siah-1 displacement: blockers of Siah-1 interaction with plectin peptide – biochemical, fluorescence polarization, rhodamine-plectin, uHTS, primary screen (AID 1817); Siah-1 / rhodamine-plectin peptide fluorescence polarization; higher % means a stronger effect; displacement, % at 20 µM, or IC50 in µM where a hit was titrated; 290,000 compounds, 0.02% hits;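 active = displacement of at least 50% at 20 µM, with a fluorescence ratio check between 0.3 and a set limit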;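 also: plate controls were Siah plus tracer with DMSO for no effect and tracer alone without Siah for full effect; strong numbers were not always called active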
RSV antiviral HEp-2: inhibition of RSV-induced cytopathic effect – HEp-2 cells, primary 10 µM value included (AID 2391) | HEp-2 cells, RSV-induced CPE inhibition; higher % means a stronger effect | CPE inhibition, % at 10 µM; hits with a dose series show IC50 in µM | 310,000 compounds, 0.13% hits; in the data active = a potency from the dose series; inconclusive = CPE inhibition mostly from about 23% at the one dose, without a potency; inactive = the rest, 99 in 100 with CPE inhibition below about 21%; also: strong numbers were not always called active
XIAP antagonists: small molecules displacing peptide from XIAP – biochemical, IAP family, fluorescence polarization (AID 1018); displacement, % at 20 µM, or IC50 in µM where a hit was titrated; XIAP BIR domain, fluorescence polarization peptide displacement; higher % means a stronger effect; 200,000 compounds, 0.007% hits; in the data active = displacement above about 50%; also: a part of the inactive calls stands beside numbers as strong as those of hits
PhoP inhibition: inhibitors of PhoP regulon expression, primary screen, Salmonella Typhimurium, GFP reporter (AID 1863). S. Typhimurium PhoP-regulated promoter GFP reporter, 4 h; higher % means a stronger effect. inhibition, % at 50 µM; hits with a dose series show IC50 in µM. 300,000 compounds, 0.16% hits;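 active = inhibition over 29.93%, a cutoff 3 SD above the screen mean, later confirmed by dose response; inconclusive = inhibition over 29.93% but no dose response follow-up; inactive = inhibition at most 29.93% or unconfirmed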;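 also: 0% = low Mg2+ inducing control and 100% = high Mg2+ repressing control; strong numbers were not always called active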
WT yeast gro inh mutant strain: second read-out of WT yeast gro inh, no call of its own (marks repeat the call); inhibition, %; mitochondrial fusion phenotypic screen, mutant strain inhibition
Myeloid diff MLP GFP+ MAC1+ %: further read-out of Myeloid diff MLP, marked with its call; GFP+ MAC1+ double positive, %; measured here: differentiation confirmed by MAC1 staining
An asterisk follows results filed as active; i = inactive; u = inconclusive; x = no result given. Rule as the data show it, unless noted: active = inhibition above about 50%; inactive = the rest. The order is random; about 3.1% have a hit in one of these screens.

SMILES	PMI inhibition	Myeloid diff MLP	Myeloid diff MLP GFP+ MAC1+ %	TNAP activators	WT yeast gro inh	WT yeast gro inh mutant strain	PMI inhibitors	Siah-1 displacement	RSV antiviral HEp-2	XIAP antagonists	PhoP inhibition
CCC(C)(C(=O)NC1CCCCC1)N(Cc1ccco1)C(=O)CC1NC(=O)NC1=O (stereo not given)	1%	i	0.8	1.1	-2	10	8%	1%	0.9%	-4.8%	-3%
COc1ccc(Cc2noc(CN3CCCC(C(=O)c4cccs4)C3)n2)cc1OC (stereo not given)	6%	i	0.3	1.1	-8	7	8%	-4%	-1.0%	-7.9%	-4%
O=S(=O)(c1cccc2nsnc12)N1CCCCC1	x	u	x	x	x	x	x	3%	3.7%	x	4%
COC(=O)C1=C(C)N(c2ccc(OC)cc2)C(C)=C(C(=O)OC)C1c1ccccc1	x	i	0.6	x	x	x	x	20%	14%	x	3%
Cc1cc(=O)oc2cc(OCC(=O)Nc3ccccc3C(=O)O)ccc12	x	i	1.1	x	x	x	x	9%	1.5%	x	-3%
CC(C)CC(=O)N=C1SC2CS(=O)(=O)CC2N1Cc1ccccc1Cl (stereo not given)	x	i	0.2	x	x	x	x	14%	1.5%	x	-1%
COc1cccc(C(=O)N2CCN(C(=O)c3cccc4ccccc34)CC2)c1OC	10%	i	0.5	1.2	25	13	3%	6%	3.3%	-5.7%	-7%
O=C1NN(c2ccccc2)C(=O)/C1=C\c1ccccc1	x	i	0.6	x	x	x	x	-1%	-0.1%	x	17%
Cc1cc(C(=O)CCC(=O)N2CCN(S(=O)(=O)c3cccs3)CC2)c(C)s1	8%	i	1.0	1.1	0	-1	10%	2%	1.5%	-3.4%	9%
CCCC(=O)Nc1cc(C(=O)O)ccc1S(=O)(=O)c1ccc(C)cc1	-17%	i	0.5	1.1	6	-7	-16%	3%	1.3%	-1.9%	8%
COc1ccc(C(=O)N/N=C/c2ccc(N3CCOCC3)o2)cc1OC	40%	i	0.6	1.1	-4	2	-3%	-3%	0.6%	-5.4%	-5%
O=C(CSc1nnc(Cn2cnc3ccccc32)o1)c1ccccc1	3%	i	0.9	1.1	5	-9	4%	3%	16%	-2.9%	25%
COc1ccc(N2CCN(C(=S)Nc3cc(C)cc(C)c3)CC2)cc1	6%	i	1.9	1	13	9	12%	1%	-1.4%	3.6%	-3%
Cc1ccc(Cc2cnc(NC(=O)c3cccs3)s2)cc1	9%	i	1.2	1.1	9	20	14%	-1%	4.5%	-6.8%	0%
CC(CN1CCCC1)OC(=O)c1ccccc1Cl (stereo not given)	x	i	1.1	x	x	x	x	3%	2.5%	x	-3%
O=C(Nc1ccc(F)cc1F)C1CCCN1S(=O)(=O)c1cccc2nsnc12 (stereo not given)	x	i	0.0	x	x	x	x	5%	2.5%	x	-4%
O=C(NNS(=O)(=O)c1ccc(Cl)cc1)c1cnn(-c2ccccc2)c1-n1cccc1	10%	i	1.6	1	0	-8	14%	7%	0.5%	-4.4%	-4%
COc1cccc(NC(=O)CSc2nc3scc(C)c3c(=O)[nH]2)c1	x	i	0.4	x	x	x	x	0%	2.0%	x	5%
FC(F)(F)c1cccc(NC(=S)NCC2COc3ccccc3O2)c1 (stereo not given)	9%	i	0.4	1.1	89*	48*	5%	-4%	19%	-2.8%	18%
O=C1CCC(c2ccc3c(c2)CCC3)=NN1	x	i	0.0	x	x	x	x	-2%	-1.9%	x	8%
CCCCn1nnnc1SCC(=O)c1ccccc1F	7%	i	0.3	1.1	-11	12	4%	2%	0.7%	-17%	3%
Cc1nc2ccc(NC(=S)NC3CCCCC3)cc2nc1C	47%	i	0.2	1	3	4	8%	-3%	4.7%	-2.9%	-3%
O=C(CSc1cccc2cccnc12)Nc1ccccc1F	x	i	0.6	x	x	x	x	-3%	7.6%	x	-4%
Cc1cc(C)cc(N(CC(=O)O)S(=O)(=O)c2c(C)[nH]c(=O)[nH]c2=O)c1	-7%	i	0.8	1	0	4	-13%	7%	-0.4%	-7.3%	-9%
Oc1ccccc1-c1cc(-c2ccc(Cl)cc2)n[nH]1	x	i	0.6	x	x	x	x	0%	7.5%	x	12%

Compound profiles, as listed above. Values in the order: PMI inhibition	Myeloid diff MLP	Myeloid diff MLP GFP+ MAC1+ %	TNAP activators	WT yeast gro inh	WT yeast gro inh mutant strain	PMI inhibitors	Siah-1 displacement	RSV antiviral HEp-2	XIAP antagonists	PhoP inhibition
Record of CCCC(=O)Nc1cc(C(=O)O)ccc1S(=O)(=O)c1ccc(C)cc1 = -17%	i	0.5	1.1	6	-7	-16%	3%	1.3%	-1.9%	8%
Record of FC(F)(F)c1cccc(NC(=S)NCC2COc3ccccc3O2)c1 (stereo not given) = 9%	i	0.4	1.1	89*	48*	5%	-4%	19%	-2.8%	18%
Record of O=C1NN(c2ccccc2)C(=O)/C1=C\c1ccccc1 = x	i	0.6	x	x	x	x	-1%	-0.1%	x	17%
Record of O=C(NNS(=O)(=O)c1ccc(Cl)cc1)c1cnn(-c2ccccc2)c1-n1cccc1 = 10%	i	1.6	1	0	-8	14%	7%	0.5%	-4.4%	-4%

Of the compounds above, these contain an NH in an aromatic ring:
SMILES	PMI inhibition	Myeloid diff MLP	Myeloid diff MLP GFP+ MAC1+ %	TNAP activators	WT yeast gro inh	WT yeast gro inh mutant strain	PMI inhibitors	Siah-1 displacement	RSV antiviral HEp-2	XIAP antagonists	PhoP inhibition
COc1cccc(NC(=O)CSc2nc3scc(C)c3c(=O)[nH]2)c1	x	i	0.4	x	x	x	x	0%	2.0%	x	5%
Cc1cc(C)cc(N(CC(=O)O)S(=O)(=O)c2c(C)[nH]c(=O)[nH]c2=O)c1	-7%	i	0.8	1	0	4	-13%	7%	-0.4%	-7.3%	-9%
Oc1ccccc1-c1cc(-c2ccc(Cl)cc2)n[nH]1	x	i	0.6	x	x	x	x	0%	7.5%	x	12%

New compounds follow
SMILES	PMI inhibition	Myeloid diff MLP	Myeloid diff MLP GFP+ MAC1+ %	TNAP activators	WT yeast gro inh	WT yeast gro inh mutant strain	PMI inhibitors	Siah-1 displacement	RSV antiviral HEp-2	XIAP antagonists	PhoP inhibition
CN(C)S(=O)(=O)c1cccc(NC(=O)COC(=O)/C=C/c2cccs2)c1	6%	i	0.3	1	0	-1	-1%	0%	-0.8%	-6.9%	3%
CCOC(=O)CSc1nc2cc(OC)ccc2cc1C#N	-7%	i	0.4	1	2	-19	4%	2%	4.5%	-7.3%	-4%
Nc1ccc(C(CC(=O)O)n2cccc2)cc1 (stereo not given)	19%	i	0.3	1	-5	-8	9%	12%	-1.1%	-3.7%	-1%
CC(=O)c1cccc(OCc2cc(C(=O)NCCC3=CCCCC3)no2)c1	x	i	0.0	x	x	x	x	3%	9.4%	x	4%
Cc1[nH]ncc1-c1nc2ccccc2[nH]1	x	i	0.2	x	x	x	x	0%	0.3%	x	5%
NC1=NC(=O)/C(=C\c2ccc(O)c([N+](=O)[O-])c2)S1	0%	i	0.3	0.9	17	7	-4%	0%	0.6%	-5.6%	2%
CCOC(=O)CNC(=O)Cn1cnc2c(cnn2-c2ccc(C)cc2)c1=O	x	i	0.4	x	x	x	x	3%	1.2%	x	2%
O=C(CSc1nnc(Cc2ccccc2)o1)N1CCOCC1	-3%	i	5.6	1.1	-14	-10	-6%	3%	1.5%	-0.5%	8%
Nc1ccc2nc(C(F)(F)F)[nH]c2c1	37%	i	0.2	1.1	-5	-20	2%	0%	2.1%	-2.5%	x
CCN(CC)CCN(C(=O)c1ccc(S(=O)(=O)N2CCCC2)cc1)c1nc2cc(C)cc(C)c2s1	x	i	0.3	x	x	x	x	1%	-0.1%	x	7%
COn1c(-n2nc(C)cc2C)nc2ccccc2c1=O	-2%	i	0.3	1.1	4	0	-4%	-4%	0.9%	-6.3%	14%
COc1cc(C2C3=C(Nc4ncnn42)c2ccccc2CC3)cc(OC)c1OC (stereo not given)	52%*	u	x	1.1	-2	-3	28%	4%	-1.1%	-6.1%	2%
COc1cc(C2/C(=C(\O)c3ccc4c(c3)CC(C)O4)C(=O)C(=O)N2CCCn2ccnc2)cc(OC)c1OC (stereo not given)	x	i	3.5	x	x	x	x	12%	2.1%	x	-2%
CCOc1ccc(-c2nc(CN3CCCC(C(=O)N4CCOCC4)C3)c(C)o2)cc1 (stereo not given)	x	i	1.5	x	x	x	x	2%	-0.1%	x	-2%
C=CCN(c1ccc(F)cc1)S(=O)(=O)c1cc(C(=O)OCC(=O)N(C)C2CCS(=O)(=O)C2)ccc1Cl (stereo not given)	x	i	0.5	x	x	x	x	15%	1.0%	x	-7%
COc1cccc(C2CC(c3ccc(Br)cc3)=NN2C(=O)c2ccncc2)c1OC (stereo not given)	3%	i	0.5	1	37	28	4%	-5%	1.9%	-15%	-7%
O=C1C(c2ccncc2)N(CCC2=CCCCC2)C(=O)CN1C1CCCCC1 (stereo not given)	0%	i	7.4	1.1	28	3	4%	4%	-1.1%	-6.6%	13%
CNC(=O)NCCN1CCCC1=O	-4%	i	1.0	1.1	-13	1	2%	0%	-1.8%	3.5%	-3%
COc1cc(C(=O)NCc2ccncc2)cc(OC)c1OC	8%	i	0.1	1.1	1	-7	9%	3%	-1.7%	-8.5%	x
O=C(O)c1ccc(CN(c2ccccc2)S(=O)(=O)c2ccccc2)cc1	x	i	0.7	x	x	x	x	6%	2.1%	x	7%
O=C(CSc1nnc(C2CC2)n1Cc1ccccc1)N1CCN(S(=O)(=O)c2ccccc2)CC1	-4%	i	0.8	1.1	-1	8	-1%	0%	1.2%	0.4%	-14%
C=CCn1c(N)cc(=O)nc1SCC(=O)N1CCN(c2ccc(F)cc2)CC1	14%	i	7.0	1.1	-3	-3	15%	-5%	0.8%	-4.2%	-7%
CC(=O)NC(Cc1cccc(C)c1)C(=O)NC1CCN(S(=O)(=O)c2ccccc2)CC1 (stereo not given)	x	i	0.6	x	x	x	x	-3%	0.6%	x	-2%
CCCCCN(C(=O)CCC(=O)OCc1cccc(C(F)(F)F)c1)c1c(N)n(CCCC)c(=O)[nH]c1=O	x	i	0.6	x	x	x	x	0%	1.8%	x	-2%
CCn1c(C)nc2cc(C(=O)N=Nc3c(O)[nH]c4ccccc34)ccc21	-3%	x	x	1.3	1	1	-2%	-4%	2.0%	-5.9%	-16%
CN(C(=O)COC(=O)CNC(=O)C12CC3CC(CC(C3)C1)C2)c1ccccc1	x	i	0.3	x	x	x	x	3%	3.0%	x	10%
CC(C)CN1CCC(=O)N(CCOc2ccccc2)CC1	x	i	0.1	x	x	x	x	-5%	0.3%	x	-6%
CCOC(=O)CNC(=S)n1cnc(N)n1	-5%	i	0.8	2.6	16	-6	-1%	2%	1.9%	-4.7%	7%
CC1CC(C)CN(CC(O)COc2ccc3c(c2)CCC3)C1 (stereo not given)	-9%	i	0.9	1.2	39	36	-15%	4%	-0.9%	-2.8%	5%
Cc1cccc(-c2ccc(NC(=O)C3CCN(CC4CC4)CC3)cc2)c1	x	i	0.1	x	x	x	x	0%	14%	x	-3%
